# Screening data (PubChem)
# RECQ1 inh – qHTS Assay for Inhibitors of RecQ-Like Dna Helicase 1 (RECQ1) | ATP-dependent DNA helicase Q1 (Homo sapiens), P46063 | RECQ1 DNA unwinding, red fluorescence kinetic read | Potency, µM (highest dose often 57.3 µM), inactives show at the top dose activity, negative = inhibition, usual class: inhibitors | hit rate 0.54% among 240,000 | AID 2549, 2010;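 further: plate controls were vehicle for no effect and no enzyme for full effect; nearly all actives have a fitted effect of over 30% in size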
#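 50 nM RECQ1T1 preincubated 15 min with compound in Tris pH 8.0 buffer with MgCl2, DTT, Tween-20 and 2.5 ug/ml poly(dI-dC); started with 200 nM TAMRA/BHQ-2 forked duplex and 2 mM ATP. Unwinding read as fluorescence (525/598 nm), two reads 2 h apart.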
# KDM4E inh – qHTS Assay for Inhibitors of Human Jumonji Domain Containing 2E (JMJD2E). Lysine-specific demethylase 4E (Homo sapiens), B2RXH2. JMJD2E catalytic domain, FDH-coupled NADH fluorescence (FDH is formaldehyde dehydrogenase). Potency, µM (titrated, usually from 57.1 µM), for the others: at the top dose activity change, negative = inhibition, actives largely listed as inhibitors. hit rate 1.6% among 230,000. AID 2147, 2009; active means well fitted inhibition curve with a large enough effect, not every such curve was filed as active; inconclusive means small, poorly fitted or top-dose-only effect, or another doubt; inactive means no such curve, though single readings can be large or run the other way;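 further: 0% = wells with enzyme and -100% = buffer wells without enzyme; nearly all actives have a fitted effect of over 50% in size; many of its hits are not listed in these tables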
# Target sequence (B2RXH2 1-337 limits assumed): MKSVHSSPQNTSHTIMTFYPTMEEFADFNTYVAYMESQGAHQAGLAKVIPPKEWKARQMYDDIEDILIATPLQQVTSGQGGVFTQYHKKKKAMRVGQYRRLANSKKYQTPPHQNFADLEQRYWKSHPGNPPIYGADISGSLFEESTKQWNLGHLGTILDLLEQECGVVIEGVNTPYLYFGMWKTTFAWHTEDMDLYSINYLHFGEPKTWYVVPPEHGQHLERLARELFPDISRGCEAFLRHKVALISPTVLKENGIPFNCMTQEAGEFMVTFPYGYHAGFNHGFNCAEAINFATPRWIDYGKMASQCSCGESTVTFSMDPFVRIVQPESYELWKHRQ
# Epigenetic reg – Quantitative High-Throughput Screen for Regulators of Epigenetic Control; Potency, µM (top dose mostly 53.9 µM), inactives show at the top dose GFP activation, most hits filed as activators; murine LDR cells, GFP reporter derepression, 30 h; hit rate 0.2% among 280,000; further: % of control where 0% means no effect; nearly all actives have a fitted effect of over 60% in size
#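 Murine LDR cells carrying a silenced, genomically integrated CMV-driven GFP reporter were exposed to compound for 30 hours at 37 C. After PBS washes, GFP-positive cells (20–120 um objects) were counted by laser-scanning microplate cytometry.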
# KinaseGlo FLuc – Counterscreen for Luciferase (Kinase-Glo TM) Inhibition; Kinase-Glo luciferase, ATP luminescence, 8 min; hit rate 0.28% among 200,000; Potency, µM (doses to about 38.3 µM), inactives show top-dose activity change, negative = inhibition, hits mostly inhibitors; AID 1379, 2008; Luciferin 4-monooxygenase (Photuris pensylvanica), Q27757; further: on the % scale 0 is the no-effect control and ±100 the full control effect; nearly all actives have a fitted effect of over 60% in size
#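 Recombinant Kinase-Glo luciferase, 10 uM ATP (linear range), luciferin; imidazole pH 7.2 / KCl / MgCl2 / Tween / BSA buffer; 8 min RT; luminescence.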
# SMN2 splice up – qHTS Assay for Enhancers of SMN2 Splice Variant Expression. HEK293 SMN2-luciferase splicing reporter, luminescence, 30-36 h. Potency, µM (titrated, usually from 46.1 µM), inactives show at the top dose activity change, positive = activation, actives largely listed as activators. hit rate 2.8% among 210,000. AID 1458, 2008; further: % of control where 0% means no effect; nearly all actives have a fitted effect of over 55% in size
#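 HEK293 cells carry an SMN2 […]–luciferase reporter in which exon 7 inclusion puts luciferase in frame. Cells were plated 10-12 h before compound addition, then incubated 30-36 h at 37C. ONE-Glo luminescence was read; sodium butyrate at 4.5 mM final served as control.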
# IMPase Li inh – qHTS Assay for Identifying the Cell-Membrane Permeable IMPase Inhibitors: Potentiation with Lithium; CHO-M1 cells, IP1 TR-FRET (IP-One), carbachol + lithium; hit rate 0.35% among 210,000; Potency, µM (top dose mostly 59.4 µM), for the others: top-dose activity, negative = IMPase inhibition, most hits filed as inhibitors;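 further: IP1 builds up when IMPase is blocked and the TR-FRET signal falls; plate controls were basal vehicle for no effect and high inhibitor control for full effect; nearly all actives have a fitted effect of over 50% in size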
#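 Test compounds were applied to CHO-M1 cells previously cultured for 16–30 h at 2000 per well. A small lithium amount accompanied them; after 30 min at 37C, IP1 was quantified by TR-FRET.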
# GoLoco inh red – qHTS Assay for Inhibitors of RGS12 GoLoco Motif Activity (Red Fluorophore) | Gai1:RGS12 GoLoco peptide FP, rhodamine, 10 min | Potency, µM (top dose mostly 61.6 µM), without a hit: at the top dose activity, negative = inhibition, most hits filed as inhibitors | hit rate 0.44% among 230,000 | Guanine nucleotide-binding protein G(i) subunit alpha-1 (Homo sapiens), P63096 | AID 880, 2007; active means well fitted inhibition curve with a large enough effect, not every such curve was filed as active; inactive means no such curve, though single readings can be large or run the other way; further: on the % scale 0 is the no-effect control and ±100 the full control effect; nearly all actives have a fitted effect of over 30% in size; many of its hits are not listed in these tables
# Target sequence (P63096 whole entry, looked up): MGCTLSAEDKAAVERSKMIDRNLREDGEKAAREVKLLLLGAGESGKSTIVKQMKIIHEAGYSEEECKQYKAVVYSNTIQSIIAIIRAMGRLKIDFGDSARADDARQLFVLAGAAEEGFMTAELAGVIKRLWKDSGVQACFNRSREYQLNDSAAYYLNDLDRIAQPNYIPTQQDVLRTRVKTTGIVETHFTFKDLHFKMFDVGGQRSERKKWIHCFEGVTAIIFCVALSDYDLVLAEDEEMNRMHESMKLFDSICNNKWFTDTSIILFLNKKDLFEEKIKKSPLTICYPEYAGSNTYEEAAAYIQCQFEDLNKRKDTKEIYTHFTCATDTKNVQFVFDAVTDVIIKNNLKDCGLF
# NPSR antagonist – qHTS Assay for Antagonists of the Neuropeptide S Receptor: cAMP Signal Transduction; hit rate 1% among 220,000; Potency, µM (highest dose often 38.3 µM), for the others: at the highest dose activity change, negative = inhibition, most hits filed as inhibitors; Q6W5P4; CHO-NPSR cells, cAMP TR-FRET, antagonist mode; further: on the % scale 0 is the no-effect control and ±100 the full control effect; nearly all actives have a fitted effect of over 50% in size; many of its hits are not listed in these tables
# Target sequence (Q6W5P4 whole entry, looked up): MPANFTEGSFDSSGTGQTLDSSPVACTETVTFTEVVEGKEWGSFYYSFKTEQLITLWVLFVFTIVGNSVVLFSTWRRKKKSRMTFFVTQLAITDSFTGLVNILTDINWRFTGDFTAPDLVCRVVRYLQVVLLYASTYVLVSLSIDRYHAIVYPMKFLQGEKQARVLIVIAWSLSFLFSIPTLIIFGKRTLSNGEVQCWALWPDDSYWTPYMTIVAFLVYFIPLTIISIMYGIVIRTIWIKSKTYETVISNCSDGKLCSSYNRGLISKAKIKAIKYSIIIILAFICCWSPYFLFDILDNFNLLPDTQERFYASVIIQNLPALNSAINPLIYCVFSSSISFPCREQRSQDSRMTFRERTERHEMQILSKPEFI
# The depositor's hits bear a star; i = inactive; ? = inconclusive; / = not tested or not shown; & = joins results of further samples; [ ] = dose if it differs, or a comment. Unless noted, the call rests on the fitted dose curve; in most records, active means well fitted curve in the direction sought with a large enough effect; inconclusive means small, poorly fitted or top-dose-only effect, or another doubt; inactive means no such curve, though single readings can be large; an effect the other way counts as inactive or inconclusive. Potency means the concentration at half of the fitted maximal effect.
SMILES,RECQ1 inh,KDM4E inh,Epigenetic reg,KinaseGlo FLuc,SMN2 splice up,IMPase Li inh,GoLoco inh red,NPSR antagonist
Cc1cc(C(F)(F)F)c(C#N)c(N2CCOCC2)n1,i,?,-4.3%,0%,-10%,2%[38.3 µM],1%,5%[46.1 µM]
CC(C)c1cc(C(=O)O)n(-c2ccccc2)n1,-13%,0%,-11%,4%,15%,-5%[38.3 µM],-1%,-9%[46.1 µM]
CCOC(=O)CSc1ccc(C(=O)Nc2ccc(OC)cc2)cn1,6%,-2%,1.1%,-1%,7%,-6%,9%,-15%
CC(=O)N[C@@H](Cc1c[nH]c2ccccc12)C(=O)O,-9%,?,7.7%,-4%,-8%,0%,-15%,/
Cc1ccc(S(=O)(=O)NC(=O)NCc2ccc3c(c2)OCO3)cc1,-2%,1%,-1.1%,-4%,?,7%[38.3 µM],9%,-10%[46.1 µM]
O=C(COc1ccccc1)N(Cc1ccco1)c1ccc(O)cc1,i,-5%,2.4%,-2%,-33%[inhibitor],1%,2%,5%[46.1 µM]
CCOC(=O)c1cc(C(=O)NN)c(C)nc1C,4%,74%[activator],5.8%,0%,-1%,-1%,7%,6%
CCN(CC)CCC(c1ccc(OC)cc1)c1c(O)cc(OC)cc1OC (stereo unspecified),-2%&3%,2%,1.3%,/,/,/,3%,16%
O=C(c1ccccc1F)N1CCN=C1SCc1cccnc1,6%,2%,-4.3%,-1%,-1%,-6%[38.3 µM],1%,-12%[46.1 µM]
O=C(N/N=C/c1cccnc1)c1cc2ccccc2o1,i,1%,0.0%,2%,-13%,-4%,8%,6%
CCc1nnc(NC(=O)CSc2nnc(-c3c[nH]c4ccccc34)n2C)s1,1%,0%,-1.4%,/,/,/,/,-16%[46.1 µM]
O=C(N/N=C/C=C\c1cccc([N+](=O)[O-])c1)c1ccccn1,-4%,5%,3.6%,0%,7%,-1%,9%,-10%[46.1 µM]
CCOC(=O)C1=C(CC)OC(N)=C(C#N)C1c1ccc(NC(C)=O)cc1 (stereo unspecified),-14%,2%,3.1%,1%,-10%,-1%,4%,0%
Cc1ccc(C2(C)NC(=O)N(CC(=O)NC(=O)NC3CCCC3)C2=O)cc1 (stereo unspecified),i,6%,-1.0%,1%,-2%,17%[38.3 µM],6%,9%[46.1 µM]
Cc1ccc(NC(=S)NCCCN2CCOCC2)cc1,?,2%,0.0%,2%,12%,-8%,6%,16%
CC(=O)CC(C)=NCCN=C(C)CC(C)=O,-18%,-5%,1.0%,-1%,12%,15%[38.3 µM],-3%,-14%[46.1 µM]
CCCC(=O)Nc1ccc2oc(-c3ccncc3)nc2c1,i,?,-0.7%,-2%,-12%,12%[38.3 µM],3%,5%[46.1 µM]
O=C(O)/C=C/C(=O)NNC(=O)c1ccc(Cl)cc1Cl,-11%,5%,7.8%,-2%,/,11%,19%,43%
COCCNC(=O)C(=O)Nc1ccc(Cl)cc1C,i,1%,-2.5%,2%,12%,-3%,3%,13%
CCOC(=O)/C(C#N)=C/Nc1ccsc1C(C)=O,0%,?,-1.0%,/,/,/,7%,-5%
COc1ccc(OCC(=O)N2CCOCC2)cc1,-1%,0%,0.0%,0%,23%,19%[38.3 µM],8%,6%[46.1 µM]
Cc1cc(OCC(O)CN(CCO)CCO)ccc1Cl (stereo unspecified),i,6%,7.6%,1%,-4%,4%[38.3 µM],8%,5%[46.1 µM]
O=C(NCc1ccccc1Cl)c1ccc2c(=O)n(CCCN3CCCC3=O)c(=S)[nH]c2c1,-5%,3%,-1.1%,-4%,1%,-11%[38.3 µM],-1%,-10%[46.1 µM]
CC(C)C(C(=O)Nc1ccc2c(c1)OCCOCCOCCOCCO2)N1C(=O)c2ccccc2C1=O (stereo unspecified),-10%,3%,-0.1%,4%,-18%,4%,3%,9%
CC(C)C(=O)OCCN=C1NS(=O)(=O)c2ccccc21,i,20%,-0.2%,-2%,11%,20%[38.3 µM],4%,0%[46.1 µM]
# (cont.)
SMILES,RECQ1 inh,KDM4E inh,Epigenetic reg,KinaseGlo FLuc,SMN2 splice up,IMPase Li inh,GoLoco inh red,NPSR antagonist
Cc1cccn2c(Nc3ccccc3)c(-c3ccccn3)nc12,i,-5%,2.5%,-3%,-63%[inhibitor],14%,4%,-20%
COc1cc(/C=C(/NC(=O)c2ccccc2)C(=O)Nc2ccc(O)cc2)c([N+](=O)[O-])cc1OC,-1%,-3%,-0.9%,/,/,/,/,-6%[46.1 µM]
CCOC(=O)CNC(=O)C1(c2ccccc2)CCCC1,-12%,7%,0.8%,0%,3%,15%[38.3 µM],5%,0%[46.1 µM]
CC(C)CNc1oc(-c2ccc(F)cc2)nc1C#N,-4%,?,-0.8%,-2%,6%,26%[38.3 µM],5%,-4%[46.1 µM]
CN(C)c1nc(Oc2ccc(N)cc2)nc(N(C)C)n1,-2%,15%,-5.9%,2%,/,-8%,4%,-5%[46.1 µM]
Cc1ccc(CN(C(=O)c2cc(=O)c3cc(Cl)c(C)cc3o2)C2CCS(=O)(=O)C2)cc1 (stereo unspecified),-8%,0%,-1.2%,-5%,-7%,-21%[38.3 µM],0%,-9%[46.1 µM]
COc1ccc(NC2=NCC(=O)N2c2ccccc2F)c(OC)c1,-10%,3%,?,1%,1%,-7%[38.3 µM],5%,1%[7.67 µM]
Cc1ccc(NC(=S)N2CCN(S(=O)(=O)c3c(F)cccc3F)CC2)cc1C,i,-2%,?,5%,0%,10%,1%,-35%
Cn1c(SCC(=O)N2CCc3ccccc3C2)nnc1-c1cccs1,-4%,-2%,-0.7%,-1%,-1%,-9%[38.3 µM],9%,-6%[46.1 µM]
Clc1ccc(-n2nnnc2-c2ccno2)cc1,i,4%,0.0%,/,/,/,2%,4%
Cc1ccc(C(=O)N/C(=C\c2ccco2)C(=O)NCc2cccnc2)cc1,2%,0%,0.0%,-6%,-6%,-15%,25%,16%
Cc1ccc(CNC(=O)c2ccc(NC(=O)CCS(=O)(=O)c3cccs3)cc2)cc1,-5%,-9%,0.0%,-2%,36%,-10%[38.3 µM],1%,-6%[46.1 µM]
O=[N+]([O-])c1ccc(O)c(C=Nc2ccc3c(c2)OCO3)c1,21%,-22%,-0.8%,/,/,/,17%,-21%
Cc1cc2c(c(=O)n1Cc1ccccn1)C(C(C)C)C(C#N)=C(N)O2 (stereo unspecified),1%,5%,0.0%,1%,-18%,10%[38.3 µM],3%,2%[46.1 µM]
CN(CCOc1ccc(-c2ccn(S(=O)(=O)c3c(Cl)cccc3Cl)n2)cc1)c1ccccn1,i,6%,-1.7%,1%,-23%,2%[38.3 µM],13%,-16%[46.1 µM]
O=C(O/N=C1/CCCc2occc21)c1ccc(F)cc1,i,4%,-2.0%,?,0%,3%,-16%,10%
COc1ccc(CNC(=O)c2cccc(NC(=O)c3ccccc3)c2)cc1,-5%,-29%,-2.7%,-3%,-11%,3%,-4%,-6%
COc1ccc(S(=O)(=O)Nc2nc3ccccc3nc2Nc2ccc3c(c2)OCO3)cc1,-1%,0%,0.0%,-1%,-36%,-1%,12%,-3%
Cc1ccc(C)c(C(=O)CN2C(=O)CCC2=O)c1,-1%,2%,0.5%,-1%,-5%,5%[38.3 µM],6%,-2%[46.1 µM]
Cc1ncoc1C(=O)Nc1ncc([N+](=O)[O-])s1,i,-15%,-1.4%,11µM*,4.5µM*,0%,4%,-14%
COc1ccc(S(=O)(=O)Cc2ccc(C(=O)N3CCN(c4ccc(Cl)cc4)CC3)o2)cc1,-2%,0%,0.7%,-1%,-38%[inhibitor],29%[38.3 µM],1%,-27%[46.1 µM]
Cc1cc2c(sc3ccccc32)c(C)n1,i,-13%,4.7%,/,/,/,12%,17%
CC(C)c1ccc2c([Si](C)(C)C)c3c(nc2c1)-c1cccc(=O)n1C3,i,?,13%,2%,1%,?,6%,/
COc1nc(C)c2cc(C)oc2n1,-6%,5%,0.9%,-5%,7%,0%,8%,9%
Cc1ccc(-c2nc(Nc3ccc(N4CCOCC4)cc3)c3ccccc3n2)cc1,-8%,-5%,0.0%,/,/,/,5%,13µM*
CN(C[C@H](Cc1ccccc1)N(C[C@@H](CC1CCCCC1)N(CCc1ccccc1)N=O)N=O)N=O,-19%,-5%,2.3%,/,/,0%,-6%,53%

# Laid out differently: entries from further up
# Every second line gives: RECQ1 inh	KDM4E inh	Epigenetic reg	KinaseGlo FLuc	SMN2 splice up	IMPase Li inh	GoLoco inh red	NPSR antagonist
- Cc1ccc(C)c(C(=O)CN2C(=O)CCC2=O)c1
    -1%	2%	0.5%	-1%	-5%	5%[38.3 µM]	6%	-2%[46.1 µM]
- Cc1ncoc1C(=O)Nc1ncc([N+](=O)[O-])s1
    i	-15%	-1.4%	11µM*	4.5µM*	0%	4%	-14%
- COc1ccc(S(=O)(=O)Cc2ccc(C(=O)N3CCN(c4ccc(Cl)cc4)CC3)o2)cc1
    -2%	0%	0.7%	-1%	-38%[inhibitor]	29%[38.3 µM]	1%	-27%[46.1 µM]
- Cc1cc2c(sc3ccccc32)c(C)n1
    i	-13%	4.7%	/	/	/	12%	17%
- CC(C)c1ccc2c([Si](C)(C)C)c3c(nc2c1)-c1cccc(=O)n1C3
    i	?	13%	2%	1%	?	6%	/
- COc1nc(C)c2cc(C)oc2n1
    -6%	5%	0.9%	-5%	7%	0%	8%	9%
- Cc1ccc(-c2nc(Nc3ccc(N4CCOCC4)cc3)c3ccccc3n2)cc1
    -8%	-5%	0.0%	/	/	/	5%	13µM*
- CN(C[C@H](Cc1ccccc1)N(C[C@@H](CC1CCCCC1)N(CCc1ccccc1)N=O)N=O)N=O
    -19%	-5%	2.3%	/	/	0%	-6%	53%

# A portion of the library, so the mix of outcomes need not match the whole.
